From PubChem BioAssay
FEN1 inhibitor = inhibitors of human flap endonuclease 1. P39748. Recombinant FEN1 flap cleavage, fluorescence, 15 min. Potency, µM (series often up to 114 µM), inactives show at the top dose activity change, negative = inhibition, actives largely listed as inhibitors. 390,000 compounds, 0.35% hits. AID 588795; note: nearly all actives have a fitted effect of over 65% in size
Target sequence (P39748 whole entry, looked up): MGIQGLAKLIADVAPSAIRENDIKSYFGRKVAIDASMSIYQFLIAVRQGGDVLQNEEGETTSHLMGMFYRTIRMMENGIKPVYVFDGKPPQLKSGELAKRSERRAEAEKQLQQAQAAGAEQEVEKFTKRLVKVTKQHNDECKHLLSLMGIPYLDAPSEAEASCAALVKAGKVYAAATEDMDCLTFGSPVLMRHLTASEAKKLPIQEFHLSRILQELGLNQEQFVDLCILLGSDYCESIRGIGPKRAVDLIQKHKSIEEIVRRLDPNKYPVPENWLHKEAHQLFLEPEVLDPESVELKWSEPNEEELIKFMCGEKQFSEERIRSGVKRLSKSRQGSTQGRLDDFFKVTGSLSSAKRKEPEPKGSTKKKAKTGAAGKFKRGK
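Potency values derive from four-parameter Hill fits of normalized qHTS data. The reaction used 10 nM FEN1 preincubated 15 min at room temperature with compound, then 50 nM DNA substrate, read at 0 and 15 min.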
N370S GC mod = inhibits or activates N370S mutant glucocerebrosidase; N370S GC spleen homogenate, 4MU-glucoside fluorescence; Potency, µM (series often up to 59.4 µM), without a hit: at the highest dose activity change, negative = inhibition, usual class: inhibitors; 330,000 compounds, 0.092% hits;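 note: 0% = full enzyme activity and -100% = no enzyme basal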
TDP1 cell CPT = growth inhibition of DT40 Tdp1-/-;hTDP1 cells with camptothecin (screen for TDP1 inhibitors); 420,000 compounds, 12% hits; AID 686979; chicken DT40 Tdp1-/-;hTDP1 cells + 20 nM CPT, ATP luminescence, 48 h; Potency, µM (titrated, usually from 46.2 µM), for inactives: top-dose activity change, negative = growth inhibition, most hits filed as inhibitors; note: nearly all actives have a fitted effect of over 55% in size
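Chicken DT40 Tdp1-/- cells stably complemented with human TDP1 were seeded at 400 cells/well in medium containing 20 nM camptothecin, exposed to pin-transferred compounds, and grown at 37 °C for at least 48 hr. Viability was read as ATP luminescence.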
Active calls of the source: *; u = inconclusive; x = not tested or not shown; & = joins results of further samples. Calls come from the whole dose curve; as a rule, active = well fitted curve in the direction sought with a large enough effect; inconclusive = small, poorly fitted or top-dose-only effect, or another doubt; inactive = no such curve, though single readings can be large; an effect the other way counts as inactive or inconclusive. Unless noted, % is set by controls: 0 for no effect and ±100 for the full control effect; potency is the fitted concentration of half-maximal effect. The list is partial; rates above refer to the full screens.

SMILES	FEN1 inhibitor	N370S GC mod	TDP1 cell CPT
COc1ccc(C(=O)C2CCCN(C(=O)CCNC(C)=O)C2)cc1OC (stereo unspecified)	-13%	1%	0%
CN(C)C=Nc1nonc1-c1ccccc1	13%	3%	-2%
CCOC(=O)Cn1c(O)c(N=NC(=O)OC)c2ccccc21	0%	-3%	-11%
CCCN(CCC)C(=O)Cn1c(=O)n(Cc2ccc(C(=O)NCCc3ccc(OC)c(OC)c3)cc2)c(=O)c2ccccc21	4%	x	u
CN1CCN(CCC(=O)N/N=C/C=C2\N(C)c3ccccc3C2(C)C)CC1	6%	-11%	-21%
CCCNS(=O)(=O)c1cccc(C(=O)NNC(=O)c2cc(C)oc2C)c1	4%	-2%	-12%
CCOc1ccc(C(=O)Nc2cccc(OCc3cc(=O)n4cc(C)sc4n3)c2)cc1	-1%	x	-9%
Cc1ccsc1C(=O)N(C)CC(=O)N(CC(C)C)c1c(N)n(CC(C)C)c(=O)[nH]c1=O	-4%	-10%	-7%
Cc1ccc(OCC(=O)Nc2ccc(C)c(S(=O)(=O)N3CCCCC3)c2)c([N+](=O)[O-])n1	3%	3%	u
NS(=O)(=O)c1ccc(CCNC(=O)CCC(=O)c2cccs2)cc1	20%	x	-4%

Another view of part of the listing above.
compound | FEN1 inhibitor | N370S GC mod | TDP1 cell CPT
CCCNS(=O)(=O)c1cccc(C(=O)NNC(=O)c2cc(C)oc2C)c1 | 4% | -2% | -12%
NS(=O)(=O)c1ccc(CCNC(=O)CCC(=O)c2cccs2)cc1 | 20% | x | -4%
COc1ccc(C(=O)C2CCCN(C(=O)CCNC(C)=O)C2)cc1OC (stereo unspecified) | -13% | 1% | 0%
CN1CCN(CCC(=O)N/N=C/C=C2\N(C)c3ccccc3C2(C)C)CC1 | 6% | -11% | -21%

An excerpt from above, limited to TDP1 cell CPT:
| Molecule | TDP1 cell CPT |
| --- | --- |
| Cc1ccc(OCC(=O)Nc2ccc(C)c(S(=O)(=O)N3CCCCC3)c2)c([N+](=O)[O-])n1 | u |
| COc1ccc(C(=O)C2CCCN(C(=O)CCNC(C)=O)C2)cc1OC (stereo unspecified) | 0% |
| CCCNS(=O)(=O)c1cccc(C(=O)NNC(=O)c2cc(C)oc2C)c1 | -12% |
| CN(C)C=Nc1nonc1-c1ccccc1 | -2% |

Later entries:
SMILES	FEN1 inhibitor	N370S GC mod	TDP1 cell CPT
Cc1cccc(NC(=O)c2sc3nc4c(cc3c2N)CN(Cc2ccccc2)CC4)c1	12%	x	15µM*
O=C(Oc1ccccc1)c1ccc2c(c1)C(=O)N(Cc1ccncc1)C2=O	-4%	-2%	-11%
COc1ccc(C2/C=C\CN(CC(C)C)C(Cc3ccccc3)C(=O)N2Cc2ccc(F)cc2)cc1 (stereo unspecified)	0%	-2%	x
Cc1ccc(-c2cc(C(=O)N(Cc3ccc(C(C)(C)C)cc3)Cc3ccco3)no2)cc1	3%	x	18µM*
CCCCN(CC)CCNC(=O)c1cc2cc3ccc(Cl)cc3nc2o1	-13%	0%	16µM*
CCCCn1c(N)c(Sc2ccc(Cl)cc2)c(=O)[nH]c1=O	12%	x	u
CC1(C)SC(=S)N(c2ccccc2)C1/[N+]([O-])=C/c1cccc([N+](=O)[O-])c1 (stereo unspecified)	-6%	-1%	-10%
C=CCNC(=O)CSc1nc2sc3c(c2c(=O)n1CCC)CCC3	-3%	20%	u
Cc1ccc(OCC(=O)Nc2ccc(F)cc2)c([N+](=O)[O-])n1	u	4%	1%
Cn1c(=O)c2nc3ccc(NC(=O)C(F)(F)F)cc3nc2n(C)c1=O	8%	x	-2%
CC(C)Oc1ccc(C(=O)Nc2nc3c(s2)CC(C(C)(C)C)CC3)cc1 (stereo unspecified)	-1%	x	16µM*
CCOc1ccc(-c2nc(CSCC(=O)NCc3ccc(Cl)cc3)c(C)o2)cc1	-8%	x	u
CCCn1cc2c(c1-c1cccc(C)c1)c(=O)n(C)c(=O)n2C	-2%	-13%	u
C/C(=N\Nc1ccc2nncn2n1)c1ccccn1	2%	-7%	2.3µM*
O=C(CSc1nnc(Cn2nnc3ccccc32)o1)Nc1ccc(Cl)cc1	-1%	5%	-1%
COCCCNC(=O)c1cn(C)c(=O)c2cc(OC)c(OC)cc12	-2%	0%	13%
CCC(=O)Nc1cccc(C2=NOC3(C2)C[C@@H](C(N)=O)N(C(=O)c2ccccc2C(=O)c2ccccc2)C3)c1 (stereo partly specified)	-1%	-19%	1%
COCCn1c(N)c(N(Cc2ccccc2)C(=O)CSCC(=O)Nc2ccc(C)cc2)c(=O)[nH]c1=O	9%	2%	1%
CCC(=O)N/N=C(\C)CC(=O)Nc1cc(Cl)ccc1C	-14%	8%	5%
Cc1ccc(OCCCCN2CCc3ccccc3C2)c(C)c1	3%	-22%	u
CCOC(=O)c1ccccc1NC(=O)CSc1ncc2c(n1)-c1ccccc1N(CC)S2(=O)=O	17%	x	u
Cc1nnc(SCC(=O)O)o1	-1%	-12%	8%
CC(C)CC(=O)Nc1cccc(C(=O)Nc2ccccc2C(=O)O)c1	10%	-13%	10%
Cc1ccc(C(C)NC(=O)CSc2ccc(S(=O)(=O)N3CCOCC3)cn2)cc1C (stereo unspecified)	-5%	x	-26%
COc1ccc2[nH]c(=O)c(CN(CC3CCCO3)C(=S)Nc3ccccc3)cc2c1 (stereo unspecified)	-21%	-5%	u
CCOC(=O)c1sc(N2N=C(C)C(N=Nc3cccc(C)c3)C2=O)nc1C (stereo unspecified)	-24%	-4%	u
c1ccc(CNc2ncncc2-c2ccc3c(c2)OCO3)cc1	x	-9%	u
CCN(C(=O)COC(=O)c1cc(-c2ccccc2)nn1-c1ccccc1)C1CCS(=O)(=O)C1 (stereo unspecified)	6%	-7%	1%
O=C(NC1CCCC1)C(c1ccncc1)N(Cc1ccco1)C(=O)c1ccc(-c2ccccc2)[nH]1 (stereo unspecified)	-12%	-4%	23µM*
C[C@@]12CCC=C[C@H]1[C@H](c1ccc3ccccc3c1/C=C/c1ccccc1)N(Cc1ccccc1)C2=O	9%	3%	2.1µM*
C=CC[C@@H](CC(=O)N[C@H](CO)Cc1ccccc1)C(=O)N[C@H](COC(=O)[C@@H](CC=C)CC(=O)OC(C)(C)C)Cc1c[nH]c2ccccc12	-11%	x	u
Cc1ccc(C2C3C(=O)N(c4ccc(C)cc4)C(=O)C3N3CCCN23)cc1 (stereo unspecified)	14%	15%	-7%
C=CCOC(=O)C1=C[C@H](c2ccccc2)[C@@H](CCCO)[C@H](OCC)O1	-19%	-9%	u
CCOC(=O)C1CCN(C(=O)Cc2c(C(=O)O)n(C)c3ccccc23)CC1	-2%	-7%	2%
CC(=O)Nc1ccc(S(=O)(=O)NC2=C(N3CCN(Cc4ccccc4)CC3)C(=O)c3ccccc3C2=O)cc1	-30%&-6%	x	10µM*
O=C(Cc1cccs1)NCCc1ccc(Cl)cc1	-3%	-11%	5%
COc1cc(/C=C/c2cccc[n+]2C)ccc1OCC(=O)Nc1ccccc1C	1%	-2%	-8%
COc1ccc2[nH]c(=O)c(CN(Cc3nnnn3CCc3ccccc3)CC3CCCO3)cc2c1 (stereo unspecified)	-13%	-2%	u
CC(C)(C)n1nc2c(c1NC(=O)c1ccccc1C(F)(F)F)CS(=O)(=O)C2	0%	-11%	0%
Cc1ccccc1CS(=O)(=O)Cc1ccc(C(=O)NCCc2ccc(Cl)cc2)o1	11%	x	21µM*
COc1ccc(CC(=O)N/N=C(\C)c2ccccn2)cc1	8%	-6%	3.7µM*
COc1ccc(NS(=O)(=O)c2ccc(Cl)s2)cn1	4%	-13%	3%
O=C(CCn1cccn1)Nc1cccc(C(F)(F)F)c1	20%	x	-1%
COc1ccc(Cn2c(C)nc3c(c(=O)c4ccccc4n3C)c2=O)cc1	u	u	-19%
CC(=O)c1c(C)oc2c1cc(O)c1ccccc12	0%	0%	3%
Cc1cccc(C(=O)Nc2cc(OCc3cccc(F)c3)c(Cl)cc2Cl)c1	6%	-11%	u
COCCNC(=O)c1ccc2c(c1)N(Cc1cccc(Cl)c1)C(=O)c1ccccc1S2=O (stereo unspecified)	-13%	x	u
COC(=O)N1CCC[C@@]2(CCN(C(=O)Nc3ccc(OC)cc3)C2)C1	x	0%	11%
CCN(C(=O)CN1C(=O)NC(CCSC)C1=O)C1CCS(=O)(=O)C1 (stereo unspecified)	-10%	x	2%
CC1(C)Oc2ccc3ccc(=O)oc3c2/C(=C/Nc2ccc(O)cc2)C1=O	u	-4%	-21%

Next section; it opens with the three that closed the last part.
SMILES	FEN1 inhibitor	N370S GC mod	TDP1 cell CPT
COC(=O)N1CCC[C@@]2(CCN(C(=O)Nc3ccc(OC)cc3)C2)C1	x	0%	11%
CCN(C(=O)CN1C(=O)NC(CCSC)C1=O)C1CCS(=O)(=O)C1 (stereo unspecified)	-10%	x	2%
CC1(C)Oc2ccc3ccc(=O)oc3c2/C(=C/Nc2ccc(O)cc2)C1=O	u	-4%	-21%
COc1ccc(O)c(C(=O)c2cnn(-c3ccccc3)c2)c1	-11%	0%	-1%
CC1CCCCC1NC1=NCCS1 (stereo unspecified)	4%	-10%	-11%
CC[C@]12c3[nH]c4cc(-c5ccco5)ccc4c3CCN1C(=O)[C@@H](CC(=O)NCC13CC4CC(CC(C4)C1)C3)C[C@@H]2C(=O)N1CCN(C(=O)c2ccco2)CC1	4%	x	9.2µM*
CCOCCCNC(=O)C1CCCN(S(=O)(=O)CC)C1 (stereo unspecified)	-1%	7%	6%
CSc1nnc(-c2sccc2OCc2ccccc2)n1C	7%	-25%	-19%
Cc1cc(O)c(C(C)C)cc1N=Cc1ccc(N(C)C)cc1	9%	x	2.9µM*
COc1ccccc1C(=O)N/C(=C\c1ccc(Br)cc1)C(=O)N1CCCC1	5%	-2%	-30%
CO/N=C\C(=N\Nc1ccc(OC)cc1)C(=O)c1ccccc1	-17%	4%	u
CC1(c2nnc(-c3ccccc3)o2)CC(c2ccncc2)=NO1 (stereo unspecified)	-1%	-24%	-12%
COc1ccc(/C=C2\CCC(C3CCCC3)C2=O)c(OC)c1OC (stereo unspecified)	20%	2%	u
O=C(O)CN1C(c2ccccc2O)Nc2ccc(Br)cc2C1c1ccccc1 (stereo unspecified)	3%	0%	-2%
CCOc1ccc(CSC(=N)N)cc1Cl	1%	-1%	15µM*
COc1ccc(C(=O)Nc2cccc(-c3cc4ccccc4oc3=O)c2)cc1[N+](=O)[O-]	-2%	13%	1%
CSc1ccccc1OCc1cc(C(=O)N2CCc3[nH]cnc3C2c2ccccn2)no1 (stereo unspecified)	6%	-10%	-14%
Cc1ccc(-c2nc3cccnc3s2)cc1NS(=O)(=O)c1ccc2c(c1)OCCO2	5%	4%	u
O=C(OCC(=O)c1ccc[nH]1)c1ccc(Cl)nc1	-8%	5%	u
Oc1ccc(Cl)cc1C1C=C(c2ccc3c(c2)OCO3)NC(c2ccc(Cl)cc2)N1 (stereo unspecified)	-18%	x	4µM*
COc1ccc(N2CCN(C(=O)COC(=O)CCc3ccccc3)CC2)cc1	-14%	x	2%
CC(=O)NC(CC(=O)Nc1nc(C)cs1)c1ccccc1 (stereo unspecified)	-3%	-6%	-6%
COc1ccc(NC(=O)CCC(=O)Nc2nnc(C3CCCCC3)s2)cc1	-1%	1%	-3%
CC(C)[C@H](NC(=O)c1ccco1)C(=O)OCC(=O)N1CCc2ccccc21	-5%	-13%	-21%
CCNC(=O)COc1ccc(C=O)cc1OC	5%	10%	-7%
COc1ccccc1NC(=O)/C(C#N)=C/C=C/c1ccco1	-1%	1%	1.3µM*
CNC(=S)N/N=C/c1ccc(-c2cc([N+](=O)[O-])ccc2Cl)o1	0%	9%	7%
O=C(CCc1nc(-c2ccc(Cl)cc2)no1)OCc1ccc(Br)cc1	10%	x	-6%
COc1cccc(Cn2cc(C(=O)c3ccccc3)c(=O)c3cc4c(cc32)OCO4)c1	-18%	x	u
COc1ccc(Cl)cc1NCC(=O)Nc1ccc(OC)c(S(=O)(=O)N2CCCCC2)c1	4%	x	u
CC(=O)N1CCN(C(=O)CCNS(=O)(=O)c2ccccc2)CC1	-1%	x	3%
C=CC[C@H](CC(=O)N(CCO)Cc1ccccc1)C(=O)N[C@H](C)COC(=O)[C@@H](CC=C)CC(=O)OC(C)(C)C	14%	x	u
O=C(O/N=C(\c1ccccc1)c1ccncc1)c1ccccc1Cl	7%	-19%	-12%
CC(NC(=O)C1CCCN1S(=O)(=O)c1cccc2nsnc12)c1ccccc1 (stereo unspecified)	19%	4%	-20%
COC(=O)c1c(NC(=O)CC2NCCNC2=O)sc2c1CCCC2 (stereo unspecified)	0%	-6%	0%
Nc1nnnn1/N=C/c1ccc(F)cc1	-6%	-11%	3%
Cc1onc(-c2c(F)cccc2Cl)c1C(=O)OCC(=O)NCc1ccco1	-1%	1%	u
O=c1[nH]cc(CN2CCOCC2)c(=O)[nH]1	0%	x	-2%
Cc1ccc(S(=O)(=O)N(C)c2c(C)ccc(S(=O)(=O)N3CCN(C)CC3)c2C)cc1	-2%	-9%	-9%
Cc1nonc1C(=O)N/N=C/c1ccccc1	4%	1%	-14%
CSc1nc(-c2ccccc2)nn1C(=O)c1ccccc1	6%	-10%	u
